Compound activity as filed in PubChem BioAssay.
MPTP block: mitochondrial permeability transition pore inhibitors, primary screen, biochemical, isolated mouse mitochondria, absorbance. Ca2+ swelling absorbance, 30 min. inhibition, % at 10 µM. 1.4% of 360,000 active. AID 602449, 2012;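 active means inhibition of 50% or more, scaled per plate between neutral and stimulator controls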;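 further: 0% = DMSO wells given calcium and 100% = 1 mM EGTA wells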
hIAP activ: human IAP activators, primary screen, biochemical, luminescence, uHTS. AID 2524, 2010. activation factor at 10 µM. 0.16% of 330,000 active. purified human IAP, CDP-Star luminescence, 30 min; stronger effect = higher value; 1 = vehicle-only enzyme, 0 = enzyme-free background;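 active means activation factor of the enzyme at least 2-fold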; further: the source names both 10 and 20 µM as test concentration; values of inactives mirror those of a sister screen read the other way
hIAP block: human IAP inhibitors, primary screen, biochemical, luminescence, uHTS; inhibition, % at 10 µM; purified IAP, CDP-Star luminescence, 30 min; AID 2544, 2010; Intestinal-type alkaline phosphatase (Homo sapiens), P09923; 0.12% of 330,000 active;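 active means inhibition reaching a set limit with compound at 10 µM in the primary screen, cut at about 35% in these data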;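 further: plate controls were DMSO wells with enzyme for no effect and no-enzyme buffer wells for full effect; values of inactives mirror those of a sister screen read the other way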
beta cell repl: inducers of MIN6 beta-cell proliferation, primary screen, ATP luminescence, uHTS. MIN6 cells proliferation, ATPlite luminescence, 48 h; cells starved in 0.2% serum; 100% = growth in 10% serum. proliferation, % at 10 µM. 0.29% of 330,000 active;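 active means compounds whose signal lies at least 3.5 SD above the mean of all wells on their plate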;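 further: 0% = DMSO-treated cells in low-serum medium and 100% = 10% serum control; some compounds called inactive have numbers as strong as hits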
APOBEC3G inh: APOBEC3G DNA deaminase inhibitors, primary screen, biochemical, fluorescence, single-stranded DNA substrate, uHTS; DNA dC->dU-editing enzyme APOBEC-3G (Homo sapiens), Q9HC16; recombinant A3G, ssDNA deamination FAM/TAMRA fluorescence; inhibition, % at 20 µM; 0.28% of 330,000 active;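 active means inhibition of at least 40% at 20 µM, with no more than 30% in the related APOBEC3A deaminase screen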;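 further: plate controls were DMSO wells with A3G for no effect and wells lacking A3G enzyme for full effect; some compounds called inactive have numbers as strong as hits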
Target sequence (Q9HC16 whole entry, looked up): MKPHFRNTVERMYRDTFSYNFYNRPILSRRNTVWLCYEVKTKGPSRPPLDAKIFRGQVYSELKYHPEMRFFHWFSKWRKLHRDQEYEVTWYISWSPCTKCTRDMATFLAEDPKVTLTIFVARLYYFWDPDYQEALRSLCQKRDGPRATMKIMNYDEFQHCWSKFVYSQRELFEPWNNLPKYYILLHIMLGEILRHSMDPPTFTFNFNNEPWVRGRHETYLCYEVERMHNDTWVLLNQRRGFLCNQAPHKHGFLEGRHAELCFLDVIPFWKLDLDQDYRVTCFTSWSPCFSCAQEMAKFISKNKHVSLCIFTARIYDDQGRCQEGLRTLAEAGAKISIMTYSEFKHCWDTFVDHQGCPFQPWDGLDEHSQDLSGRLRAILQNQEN
mIAP act: activators of mouse IAP, primary screen, biochemical, luminescence, uHTS | 0.24% of 330,000 active | activation factor at 10 µM | AID 2805, 2010 | intestinal alkaline phosphatase [Mus musculus] | muIAP, CDP-Star luminescence, 30 min; stronger effect = higher value; 1 = vehicle-only enzyme signal, 0 = enzyme-free wells;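 active means activation factor of at least 2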; further: the source names both 10 and 20 µM as test concentration; values of inactives mirror those of a sister screen read the other way
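System: mouse IAP enzyme. Reagent: CDP-Star chemiluminescent phosphatase substrate. Benchmarks: DMSO wells, no-enzyme wells. Times: 30 min enzyme-substrate-compound incubation at room temperature. Detection: luminescence from enzymatic CDP-Star hydrolysis. Doses: test compounds delivered from DMSO solution.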
A3A deaminase: APOBEC3A ssDNA deaminase inhibitors, primary screen, selectivity assay for APOBEC3G inhibitor project, biochemical, FAM/TAMRA oligo cleavage fluorescence; 0.41% of 330,000 active; AID 493011, 2011; recombinant A3A, FAM/TAMRA ssDNA deamination fluorescence; inhibition, % at 20 µM; DNA dC->dU-editing enzyme APOBEC-3A (Homo sapiens), P31941;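 active means at least 40% inhibition at 20 µM here, with at most 30% in a related deaminase screen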;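 further: plate controls were A3A with DMSO for no effect and wells lacking A3A enzyme for full effect; some results filed as inactive read as strong as hits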
Target sequence (P31941 whole entry, looked up): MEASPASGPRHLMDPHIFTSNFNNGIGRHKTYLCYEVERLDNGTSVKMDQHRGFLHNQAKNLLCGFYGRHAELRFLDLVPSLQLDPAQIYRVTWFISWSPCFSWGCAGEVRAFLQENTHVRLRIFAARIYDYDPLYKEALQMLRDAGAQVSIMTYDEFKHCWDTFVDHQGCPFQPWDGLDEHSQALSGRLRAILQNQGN
ATG4B inhibitor: ATG4B protease inhibitors, primary screen, biochemical, fluorescence, uHTS; ATG4B cleavage of LC3-PLA2, NBD-HPC fluorescence, 1 h; 0.51% of 340,000 active; inhibition, % at 8.33 µM; Cysteine protease ATG4B (Homo sapiens), Q9Y4P1; in the data active means inhibition above about 40%
Target sequence (Q9Y4P1 whole entry, looked up): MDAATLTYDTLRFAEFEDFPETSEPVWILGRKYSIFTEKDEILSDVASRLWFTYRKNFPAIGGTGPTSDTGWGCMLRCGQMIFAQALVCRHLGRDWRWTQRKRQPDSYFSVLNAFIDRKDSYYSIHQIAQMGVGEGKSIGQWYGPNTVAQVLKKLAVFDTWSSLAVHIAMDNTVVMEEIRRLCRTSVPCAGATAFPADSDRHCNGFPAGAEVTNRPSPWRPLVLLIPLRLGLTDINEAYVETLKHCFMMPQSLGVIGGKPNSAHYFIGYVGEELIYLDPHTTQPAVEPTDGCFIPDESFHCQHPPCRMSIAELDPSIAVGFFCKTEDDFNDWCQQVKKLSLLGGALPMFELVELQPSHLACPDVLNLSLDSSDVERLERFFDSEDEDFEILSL
mIAP block: inhibitors of mouse IAP, primary screen, biochemical, luminescence, uHTS | purified mouse IAP, CDP-Star luminescence, 30 min | inhibition, % at 10 µM | 0.2% of 330,000 active;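 active means inhibition of at least 40% at 10 µM in the primary screen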;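 further: plate controls were DMSO with enzyme for no effect and no enzyme wells for full effect; values of inactives mirror those of a sister screen read the other way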
The depositor's hits bear a star; . = not tested or not shown.

cpd	mol	MPTP block	hIAP activ	hIAP block	beta cell repl	APOBEC3G inh
1	O=C(N/N=C/c1c(O)n(-c2ccc(Cl)cn2)c(=O)c2ccccc12)C1CC1	9.0	1.4	-39	0	-2
2	Cc1ccc(C)c(NC(=O)C2Cc3ccccc3CN2C(=O)OCc2ccccc2)c1 (stereo not drawn)	-3.6	0.96	4	0	-5
3	COC(=O)c1cc(OC)c(OC)cc1NC(=O)c1ccc(Br)o1	1.0	0.87	13	0	-4
4	COc1ccc(Cc2nc3ccccc3n2CC(=O)N/N=C/c2ccc(C)cc2O)cc1OC	2.3	1.8	-81	-1	-5
5	CCOc1ccc2nc(NC(=O)Nc3ccccc3)sc2c1	90*	0.96	4	-1	-2
6	CCOc1ccc(C(=O)N2CCCC2C(=O)O)cc1 (stereo not drawn)	-1.4	1	-1	-1	-11
7	COc1ccc(N2CCN(CC(=O)NC(=O)NC(C)(C)C)CC2)cc1	2.7	1.2	-16	1	-9
8	CC(NC(=O)COc1ccc(N(C)S(=O)(=O)c2ccccc2)cc1)c1ccccc1 (stereo not drawn)	-1.3	1	-3	-1	12
9	Cc1csc(NC(=O)c2ccc(-c3ccc(Cl)cc3Cl)o2)n1	0.7	1.1	-13	0	-8
10	N#Cc1c(N)n(-c2cccc(O)c2)c2nc3ccccc3nc12	1.7	0.92	8	-1	-5
11	CC(NC(=O)c1ccco1)c1ccc2c(c1)OCO2 (stereo not drawn)	-2.1	1.1	-14	0	-6
12	CCCCNC(=O)c1ccc2c(c1)N(CC)C(=O)CS2	-0.3	0.97	3	1	1
13	CC(CC1C(C#N)=C(N)OC2=C1C(=O)CCC2)c1ccccc1 (stereo not drawn)	1.8	0.94	6	-1	-2
14	Cc1cc(C(=O)NN=C2C3CC4CC(C3)CC2C4)c2ccccc2n1	-0.6	1	-5	0	0
15	COc1ccc(/C=C/C(=O)Nc2nc(C)c(C(=O)N(C)C)s2)cc1	0.4	0.97	3	-1	-2

cpd	mIAP act	A3A deaminase	ATG4B inhibitor	mIAP block
1	1	-4	1	0
2	0.93	-2	-6	7
3	1	-3	2	-1
4	0.9	4	-11	10
5	1.1	-3	-11	-9
6	1	-5	0	-1
7	0.93	-2	-3	7
8	1.1	2	-13	-7
9	1.1	-7	1	-6
10	0.91	3	3	10
11	1	-2	-5	-4
12	1	1	6	-3
13	1	-3	-5	-2
14	1	4	-7	-1
15	0.95	0	-9	5

More compounds follow:
cpd	mol	MPTP block	hIAP activ	hIAP block	beta cell repl	APOBEC3G inh
16	CCCOc1ccc(/C=C/C(=O)O)cc1OC	-1.7	1	0	0	-9
17	Cc1ccc(S(=O)(=O)NCc2c(-c3ccccc3)noc2C)cc1	0.0	1.1	-13	-3	3
18	COCCCN1Cc2cccc(C(=O)O)c2C1=O	-2.0	0.97	3	0	0
19	CCN(CC)CCNc1nc(-c2ccccc2)nnc1C(F)(F)F	-0.5	0.92	8	4	0
20	Cc1ccc2c(c1)nnn2C1CCN(S(C)(=O)=O)CC1	-0.1	0.98	2	0	-6
21	C=CCn1c(O)c(/C=C2\C=NN=C2c2ccccc2)sc1=S	12	1.4	-37	-6	-10
22	Cc1ccc(NC(=O)COC(=O)C2=COCCO2)c([N+](=O)[O-])c1	-1.8	0.8	20	-3	-8
23	CC(C)(C)OC(=O)COc1cc(OCC(=O)OC(C)(C)C)c2c(=O)cc(-c3ccccc3)oc2c1	7.5	1	-5	-5	-1
24	CCCSc1ccc(C(=O)Nc2ccc(Cl)cc2)cn1	-0.5	1	0	-4	-6
25	CN(C)c1ccc(/C=N/NC2=NS(=O)(=O)c3ccccc32)cc1	0.1	1.1	-15	-1	-4
26	O=C(NCC(c1ccco1)N1CCCCC1)c1ccc2c(c1)S(=O)(=O)c1ccccc1C2=O (stereo not drawn)	0.9	0.7	30	2	1
27	CCN(CC)S(=O)(=O)c1ccc(OC)c(NC(=O)Cn2cnc3c2c(=O)n(C)c(=O)n3C)c1	1.4	1	-4	1	-8
28	CC1CN(C(=O)c2ccc(S(=O)(=O)Nc3ccccc3F)cc2)CC(C)O1 (stereo not drawn)	-1.2	1	-4	0	-1
29	Cc1ccc(C(=O)NCCN2C3=NC[C@H](C)N3C[C@H]2Cc2ccc(O)cc2)cc1Br	-0.2	1.1	-8	-1	-7
30	CCOc1ccc(OCCOc2ccc(/C=C/C(=O)O)cc2OCC)cc1	0.2	1.1	-6	0	2

cpd	mIAP act	A3A deaminase	ATG4B inhibitor	mIAP block
16	1	-5	-1	-2
17	1.2	-2	-8	-20
18	1.1	1	-6	-6
19	0.91	1	-5	10
20	0.98	-4	7	2
21	0.97	-6	-10	3
22	0.97	-3	-9	3
23	1.1	-3	16	-7
24	1	-2	5	-3
25	0.89	2	-6	12
26	0.87	4	-3	13
27	0.73	1	-3	27
28	0.98	7	1	2
29	1	-4	-1	-4
30	0.99	3	0	1

Next part:
cpd	mol	MPTP block	hIAP activ	hIAP block	beta cell repl	APOBEC3G inh
31	NC(=O)c1nsc(C(=O)N(c2ccccc2)C(C(=O)NCC2CCCO2)c2cccs2)c1N (stereo not drawn)	0.7	1	-4	1	-3
32	O=C(NCC(c1ccco1)N1CCOCC1)c1ccc([N+](=O)[O-])cc1 (stereo not drawn)	0.0	1.2	-20	-1	-1
33	CCOC(=O)Cc1csc(NC(=O)c2sc3nc4ccc(CC)cc4cc3c2N)n1	2.2	1	-3	-4	-7
34	C#CCOCCOCCOCCNc1nc(N2CCN(C(=O)[C@H](CCCCN)n3cc(CN)nn3)CC2)nc(N2CCN(C(=O)[C@H](CCC(=O)O)n3cc([C@@H](N)CCCCN)nn3)CC2)n1	-2.5	1	0	-1	-6
35	CC1CCN(S(=O)(=O)c2ccc(NC(=O)CSc3ncccc3C(=O)O)cc2)CC1	-1.4	0.97	3	0	-1
36	CCC(C(=O)OC)n1cnc2c(oc3ccccc32)c1=O (stereo not drawn)	-0.2	0.89	11	-1	-4
37	COc1ccc(/C=C/C(=O)NCC(=O)n2nc(C)cc2C)cc1	0.3	0.94	6	-1	-8
38	CCOc1ccc(C(=O)NCC(c2ccco2)N2CCOCC2)cc1 (stereo not drawn)	-2.0	1.1	-13	-4	-5
39	CC(C)NC(=O)c1ccccc1S(=O)c1ccccc1C#N (stereo not drawn)	-1.3	1.1	-11	-4	-3
40	O=C(Cc1cccs1)N/N=C/c1ccccc1	-1.6	0.95	4	-2	-1
41	CC1CCCC/C1=N/Nc1ccc([N+](=O)[O-])cc1[N+](=O)[O-] (stereo not drawn)	25	0.63	37*	-3	-3
42	COc1ccc(N2CCN(CCCn3c(=S)[nH]c4ccccc4c3=O)CC2)cc1	1.5	1.2	-19	2	-4
43	NC(=O)c1cc2nc(-c3ccco3)cc(C(F)(F)F)n2n1	-1.0	1.1	-9	-1	-3
44	COc1ccc(NC(=S)NC(=O)CC(C)C)c(OC)c1	-0.8	1	-4	-2	-1
45	Cc1cc(SCC(=O)N(C)C2CCCCC2)nc2ccccc12	-1.6	1	0	2	-6

cpd	mIAP act	A3A deaminase	ATG4B inhibitor	mIAP block
31	0.98	2	2	2
32	1.2	-1	-9	-19
33	0.8	-6	10	20
34	0.98	-4	-2	2
35	1	-1	-5	-4
36	1	-4	1	-1
37	0.93	2	4	7
38	0.98	-3	-13	2
39	0.94	-1	-4	6
40	1	3	-2	-2
41	0.81	-2	-4	19
42	1	-4	4	-1
43	1.1	-4	-8	-8
44	0.97	2	-4	3
45	0.89	-2	1	11

6 structures from above, ordered by molar mass, ascending:
cpd	mol	MPTP block	hIAP activ	hIAP block	beta cell repl	APOBEC3G inh
41	CC1CCCC/C1=N/Nc1ccc([N+](=O)[O-])cc1[N+](=O)[O-] (stereo not drawn)	25	0.63	37*	-3	-3
43	NC(=O)c1cc2nc(-c3ccco3)cc(C(F)(F)F)n2n1	-1.0	1.1	-9	-1	-3
45	Cc1cc(SCC(=O)N(C)C2CCCCC2)nc2ccccc12	-1.6	1	0	2	-6
33	CCOC(=O)Cc1csc(NC(=O)c2sc3nc4ccc(CC)cc4cc3c2N)n1	2.2	1	-3	-4	-7
35	CC1CCN(S(=O)(=O)c2ccc(NC(=O)CSc3ncccc3C(=O)O)cc2)CC1	-1.4	0.97	3	0	-1
34	C#CCOCCOCCOCCNc1nc(N2CCN(C(=O)[C@H](CCCCN)n3cc(CN)nn3)CC2)nc(N2CCN(C(=O)[C@H](CCC(=O)O)n3cc([C@@H](N)CCCCN)nn3)CC2)n1	-2.5	1	0	-1	-6

cpd	mIAP act	A3A deaminase	ATG4B inhibitor	mIAP block
41	0.81	-2	-4	19
43	1.1	-4	-8	-8
45	0.89	-2	1	11
33	0.8	-6	10	20
35	1	-1	-5	-4
34	0.98	-4	-2	2

More results follow:
cpd	mol	MPTP block	hIAP activ	hIAP block	beta cell repl	APOBEC3G inh
46	CC(OC(=O)c1ccc2c(c1)S(=O)(=O)c1ccccc1C2=O)C(N)=O (stereo not drawn)	-1.8	1	-4	0	1
47	CCCc1[nH]n(-c2nc3ccccc3s2)c(=O)c1C=NCC(C)C	-5.4	1.1	-11	0	-2
48	O=c1ccc2cc3c4c(c2o1)CCCN4CCC3	0.0	0.9	10	4	-8
49	Cn1nc(C(F)(F)F)c(/C=N/OCc2c(Cl)cccc2Cl)c1Cl	2.7	0.94	6	-6	1
50	COc1cc(NS(=O)(=O)c2ccc(NC(=O)c3ccc(S(=O)(=O)N4CCCC4)cc3)cc2)ncn1	.	1	0	-1	7
51	O=C(NC1CCCCC1)N(Cc1cc2cc3c(cc2[nH]c1=O)OCCO3)C1CCCCC1	2.6	0.88	12	-4	-7
52	COc1ccc(N2C(=O)CC(SCc3ccc(Cl)cc3)C2=O)cc1 (stereo not drawn)	4.3	1	0	-3	2
53	Cc1ccc2ccc[n+](Cc3ccccc3)c2c1	1.0	0.97	3	1	-6
54	COc1ccc(C(=O)COC(=O)CNC(=O)c2cc(OC)cc(OC)c2)cc1	0.2	0.86	14	0	-8
55	CN(C)S(=O)(=O)c1ccc(NC(=O)CCNC(=O)c2ccc([N+](=O)[O-])cc2)cc1	-0.5	1	0	-2	-7
56	NC(=O)Nc1ccc(C(=O)OCC(=O)c2c[nH]c3ccccc23)cc1	2.5	1.1	-7	0	1

cpd	mIAP act	A3A deaminase	ATG4B inhibitor	mIAP block
46	0.99	-1	-1	0
47	1	-1	-6	0
48	0.86	5	-9	14
49	0.96	2	1	4
50	1.1	1	.	-9
51	1	-5	20	-2
52	0.99	1	-6	1
53	0.89	-2	0	11
54	0.99	-3	0	1
55	0.95	0	-9	5
56	1.1	3	11	-8

Outcome played no part in choosing rows; overall some 3.3% were active at least once.
